TRHR enhancer: allosteric enhancers of human TRH receptor. P34981. TRHR cells, fluo-8 calcium fluorescence, EC20 TRH enhancement. enhancement, % at 2 µM. 360,000 compounds, 0.66% hits; in the data active means enhancement above about 30%; further: 0% is about no effect
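Enhancer read-out: after compound pinning and an initial kinetic agonist-mode read, an EC20 of TRH (10 nM final) was injected and fluo-8 calcium signal (Ex 480/Em 530) followed at 1 s/cycle for 100 cycles in TRHR-expressing cells.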
USP1 inh: inhibitors of human USP1/UAF1 deubiquitinase. O94782. recombinant USP1/UAF1, Ub-Rhodamine cleavage fluorescence. Potency, µM (titrated, usually from 57.1 µM), for inactives: at the highest dose activity change, negative = inhibition, actives largely listed as inhibitors. 390,000 compounds, 0.23% hits. AID 743255; further: potency means the concentration at half of the fitted maximal effect; on the % scale 0 is the no-effect control and ±100 the full control effect; nearly all actives have a fitted effect of over 60% in size; inactives centre near -12
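1 nM enzyme complex + cpd, 15 min RT; start with Ub-Rho 150nM final; kinetic fluorescence ex 480/em 540, 6 reads q60 s. Buffer 50mM HEPES pH 7.8, 0.5mM EDTA, 0.1 mg/ml BSA, 1mM TCEP, 0.01% Tween-20.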
TrxR1 substrate: is turned over as a substrate by rat TrxR1. O89049. purified TrxR1 substrate turnover, NADPH consumption readout. Potency, µM (series often up to 114 µM), for inactives: at the top dose activity change, negative = substrate turnover. 390,000 compounds, 0.01% hits. AID 588456; further: potency means the concentration at half of the fitted maximal effect; on the % scale 0 is the no-effect control and ±100 the full control effect; nearly all actives have a fitted effect of over 50% in size
Target sequence (O89049 whole entry, looked up): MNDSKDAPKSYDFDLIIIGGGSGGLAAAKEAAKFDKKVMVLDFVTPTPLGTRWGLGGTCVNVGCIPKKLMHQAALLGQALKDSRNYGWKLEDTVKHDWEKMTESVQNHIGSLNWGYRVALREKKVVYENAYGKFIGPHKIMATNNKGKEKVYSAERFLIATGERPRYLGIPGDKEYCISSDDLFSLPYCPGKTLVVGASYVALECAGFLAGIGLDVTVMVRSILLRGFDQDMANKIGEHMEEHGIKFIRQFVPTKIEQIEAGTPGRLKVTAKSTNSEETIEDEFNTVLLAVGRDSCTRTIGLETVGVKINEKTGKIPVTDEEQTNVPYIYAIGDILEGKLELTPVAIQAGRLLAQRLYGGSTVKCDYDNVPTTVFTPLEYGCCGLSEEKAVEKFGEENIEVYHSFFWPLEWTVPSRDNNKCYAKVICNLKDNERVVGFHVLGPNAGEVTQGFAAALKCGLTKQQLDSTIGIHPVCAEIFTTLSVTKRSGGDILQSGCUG
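Rat TrxR1, dispensed at 90 nM, was prereduced with 400 uM NADPH (final) for 5 min at ~22 deg C, then incubated with compound 15 min before 400 uM selenite. A first-read NADPH fluorescence drop versus no-compound background flagged substrates.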
D2 agonist: activates the human D2 dopamine receptor; P14416; HEK293 T-REx D2 cells, calcium flux agonist mode; activation, % at 2 µM; 340,000 compounds, 0.53% hits; AID 485358;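 active means activation over 3 SD above normal in the single-dose calcium agonist read, cut at about 30% in these data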; further: 0% is about no effect
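Tetracycline-induced HEK293 Trex cells with D2 receptor force-coupled to calcium signaling, plated overnight at 30 C and loaded with no-wash calcium dye. Calcium flux read kinetically for 180 s after compound addition; responses flag agonists.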
IDH1 R132H inh: blocks human mutant IDH1 R132H enzyme; O75874; IDH1-R132H enzyme, NADPH consumption, diaphorase/resazurin fluorescence; Potency, µM (doses to about 76.6 µM), for the others: at the highest dose activity change, negative = inhibition, actives largely listed as inhibitors; 390,000 compounds, 0.093% hits; AID 602179; further: potency means the concentration at half of the fitted maximal effect; on the % scale 0 is the no-effect control and ±100 the full control effect; nearly all actives have a fitted effect of over 65% in size
Target sequence (O75874 whole entry R132H, stated change not applied): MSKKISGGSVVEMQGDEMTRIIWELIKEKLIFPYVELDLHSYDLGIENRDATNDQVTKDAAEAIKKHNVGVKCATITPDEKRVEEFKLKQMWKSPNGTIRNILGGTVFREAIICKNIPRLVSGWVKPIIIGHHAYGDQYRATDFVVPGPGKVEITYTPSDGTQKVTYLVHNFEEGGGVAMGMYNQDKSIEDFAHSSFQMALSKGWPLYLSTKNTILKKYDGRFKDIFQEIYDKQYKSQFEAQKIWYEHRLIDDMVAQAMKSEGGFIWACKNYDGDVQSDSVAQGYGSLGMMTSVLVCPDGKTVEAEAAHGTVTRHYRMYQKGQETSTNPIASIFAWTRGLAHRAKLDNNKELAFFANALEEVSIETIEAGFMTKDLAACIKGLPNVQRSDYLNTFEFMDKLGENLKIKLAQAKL
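IDH1-R132H (0.5 ug/mL dispensed) in pH 7.5 Tris buffer was preincubated 30 min with compound, then given a substrate mix of 0.016 mM NADPH and 2 mM alpha-KG for 80 min at room temperature; remaining NADPH was read by diaphorase/resazurin fluorescence.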
PI4K2A block: inhibitors of human PI4K2A. Q9BTU6. purified PI4K2A, ADP-Glo luminescence, 1 h; stronger effect = lower value. activity change, negative = inhibition, % at 76.9 µM. 420,000 compounds, 0.13% hits. AID 1346378; in the data active means activity change below about -50%; inconclusive means mostly about -30% to -49%;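 further: -100% = wells without enzyme as full effect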
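ADP-Glo luminescence measured ADP generated by PI4K2A enzyme (4 ug/mL before mixing) with 1.2 mM PI substrate (pre-mix) and 300 microM ATP (pre-mix). Tris pH7.5 buffer with MgCl2, Triton X-100; 1 h reaction at ambient temperature.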
TRHR ag: agonists of human TRH receptor. TRHR cells, calcium flux fluo-8, FDSS agonist mode. activation, % at 2 µM. 360,000 compounds, 0.18% hits. AID 493084; in the data active means activation above about 30%; further: 0% is about no effect
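Steps: seed TRHR cells overnight; add fluo-8 no-wash Ca dye, RT 30 min–1.5 h; record 10 s baseline; pin-transfer compounds; monitor fluorescence 1 cycle/s for the agonist window. Calcium increases flag candidate agonists.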
rTrxR1 inhibitor: inhibitors of rat thioredoxin reductase 1 | 390,000 compounds, 1% hits | O89049 | recombinant rTrxR1, NADPH fluorescence consumption, selenite substrate | Potency, µM (doses to about 114 µM), for the others: top-dose activity change, negative = inhibition, usual class: inhibitors; further: potency means the concentration at half of the fitted maximal effect; on the % scale 0 is the no-effect control and ±100 the full control effect; nearly all actives have a fitted effect of over 65% in size
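Rat TrxR1 (90 nM in the dispensed reagent) was pre-reduced with 400 uM NADPH for 5 min at room temperature, then incubated with compound for 15 min. After 400 uM selenite was added, NADPH fluorescence (Ex 340/Em 450 nm) was followed for 8 min.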
D2 antag: D2 dopamine receptor (human) antagonism; P14416; HEK293 TREx D2 cells, calcium flux, dopamine EC80; inhibition, % at 10 µM; 340,000 compounds, 2% hits; in the data active means inhibition above about 30%; further: 0% is about no effect
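HEK293 T-REx D2 cells, tet-induced, calcium dye no-wash. Cpd pintool add, 180 s kinetic, then EC80 DA, 180 s kinetic. Ca flux read.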
* marks the source's active call; other numbers are inactive results; ? = inconclusive; nt = no result given; & = joins results of further samples; [ ] = another dose, or the depositor's remark. Unless noted, the call rests on the fitted dose curve; in most records, active means well fitted inhibition curve with a large enough effect; inconclusive means small, poorly fitted or top-dose-only effect; inactive means no such curve, though single readings can be large or run the other way.

Order of values – D2 agonist	D2 antag	TRHR ag	TRHR enhancer	rTrxR1 inhibitor	TrxR1 substrate	PI4K2A block	USP1 inh	IDH1 R132H inh
> CC(C)CC(C)c1cc(N)nc2nc3ccccc3n12 (stereo unspecified)
 : -1.7	0	0.3	-3	-8%[57.1 µM]	6%[57.1 µM]	-5	2%	-5%
> S=c1[nH]ccn1-c1ccccc1Cl
 : 0.2&-0.9	-3&1	1.1&-0.3	-3&3	-22%[57.1 µM]	2%[57.1 µM]	-1	-10%	8%
> Cc1ccc2[nH]cc(CCNC(=O)c3ccc4c(c3)OCO4)c2c1
 : 0.1	1	-0.7	6	6%	2%	3	-16%	1%
> CCOC(=O)c1noc(C)c1C(=O)Nc1nc(C)cc(C)n1
 : 0.3	10	-0.1	-5	11%	-2%	-1	-12%	0%
> CC[C@]12c3[nH]c4ccccc4c3CCN1C(=O)C(CC(=O)NCCc1ccccn1)C[C@@H]2C(=O)N1CCN(C(=O)C2CC2)CC1 (stereo partly specified)
 : nt	nt	nt	nt	9%	1%	-6	-14%	7%
> Cc1cc(N/C=C\c2nnnn2-c2ccccc2)no1
 : -0.3	-5	-0.1	3	0%	2%	2	-21%	0%
> COCCCNC(=O)CNC(=S)N(Cc1cc(OC)c(OC)c(OC)c1)C1CCCC1
 : nt	nt	-0.6	7	-20%	-13%	0	-9%	-1%
> O=C(CCc1nnc(Cc2cccc(C(F)(F)F)c2)o1)NC1CC1
 : 0.4	-1	2.4	-2	13%[11.4 µM]	2%[11.4 µM]	0	-25%	-13%
> C=CCc1ccc(OCCOCCN(C)C)c(OC)c1
 : -0.4	5	-0.5	5	17%[57.1 µM]	9%[57.1 µM]	8	-9%	11%
> O=[N+]([O-])c1ccc(Cl)c(CN2CCCCCC2)c1
 : 0.4	-6	0.3	-5	2%[57.1 µM]	5%[57.1 µM]	2	-12%	4%
> COc1cc(C(=O)N2CCCN(c3nc4cc(C)ccc4cc3C#N)CC2)cc(OC)c1OC
 : 0.0	-5	-0.3	0	-4%	32%[activator]	-7	-11%	2%
> CNC(=O)c1c(NC(=O)CS(=O)(=O)c2ccc(F)cc2)sc(C)c1C
 : 0.0	-3	-0.5	-4	12%	17%	0	-3%	0%
> O=C1c2oc3ccccc3c(=O)c2C(c2cccc(O)c2)N1c1ccccn1 (stereo unspecified)
 : -1.2	31*	-0.2	-1	-18%	-12%	3	-7%	4%
> O=C(O)CCCC(=O)Nc1cccc([N+](=O)[O-])c1
 : -1.1	-14	-0.6	-2	4%[57.1 µM]	8%[57.1 µM]	19	-11%	5%
> CN=C(Nc1ccc(C(=O)OC)s1)c1ccccc1
 : -0.1	-7	0.2	3	4%	-7%	-4	-15%	12%
> COc1ccc2nc3oc(C(=O)N4CCN(c5cccc(C(F)(F)F)c5)CC4)cc3cc2c1
 : -0.6	3	0.1	-2	-19%	-3%	-1	-5%	-1%
> COc1cccc(CN2CCC(n3nccc3NC(=O)CCCc3ccccc3)CC2)c1O
 : 0.5	-12	-0.1	5	26%	9%	-1	-22%	3%
> O=c1c2oc3ccccc3c2ncn1Cc1ccc(Cl)cc1
 : 0.5	0	0.0	-12	18%[57.1 µM]	4%[57.1 µM]	-2	-15%	1%
> Fc1ccccc1CNC(=S)NCc1ccc(Cl)cc1
 : 0.3	6	0.6	-7	11%	-8%	1	-17%	5%
> O=C(CCc1nc2ccccc2s1)OCC(=O)c1ccc[nH]1
 : -0.2	17	0.1	-4	9%[57.1 µM]	6%	-3	-6%	-3%
> Cc1cccc(COCC(Cc2ccccc2)N2CCN(C(=O)c3ccc(Cl)c(Cl)c3)CCC2=O)c1 (stereo unspecified)
 : -0.2	3	0.0	-5	25%	-2%	2	-14%	0%
> COC(=O)c1nn(-c2ccc(Cl)cc2)c(=O)cc1Sc1ccccn1
 : nt	nt	-0.4	-2	-4%	-6%[57.1 µM]	0	-2%	-6%
> CCOC(=O)c1ccc(NC(=O)CCS(=O)(=O)c2ccc(C)cc2)cc1
 : 0.0	nt	-2.1	6	-10%	0%	1	18%	20%
> N/C(=N\OS(=O)(=O)c1ccc(Cl)cc1)c1ccccn1
 : 0.0	0	0.0	4	13%[57.1 µM]	11%	0	-18%	-3%
> CN1CCC(CC(C(=O)N2CCCC2)(c2ccccc2)c2ccccc2)C1 (stereo unspecified)
 : nt	nt	nt	nt	9%[2.29 µM]	-7%[57.1 µM]	1	-5%	4%
> COc1ccc(C2=C(C(C)=O)Sc3nnc(-c4ccccc4)n3N2C(C)=O)cc1
 : 0.5	nt	0.2	0	20%[57.1 µM]	2%[57.1 µM]	-4	1%	-6%
> O=C(NCCc1c[nH]c2ccccc12)C(=O)NCC1OCCN1S(=O)(=O)c1ccc(F)cc1 (stereo unspecified)
 : -0.8	9	-0.3	2	11%[57.1 µM]	8%[57.1 µM]	-6	-11%	-4%
> O=C1OC[C@H]2CCCN2C(=O)[C@@H](CC(=O)N(CCO)Cc2ccccc2)C/C=C\C[C@H]1Cc1ccc(F)cc1
 : nt	nt	nt	nt	10%	1%	0	-25%	8%
> Cc1cccc(NC(=O)c2ccc(N3CCOCC3)c([N+](=O)[O-])c2)n1
 : 0.5	-22	0.3	9	2%[57.1 µM]	-4%	-6	-13%	20%
> Cc1ccc(CNC(=O)C(Cc2ccccc2)n2cccc2)cc1 (stereo unspecified)
 : -0.8	-3	-0.3	1	28%	0%	-4	-13%	8%

Whole records as entered above. Order of screens: D2 agonist | D2 antag | TRHR ag | TRHR enhancer | rTrxR1 inhibitor | TrxR1 substrate | PI4K2A block | USP1 inh | IDH1 R132H inh
CNC(=O)c1c(NC(=O)CS(=O)(=O)c2ccc(F)cc2)sc(C)c1C across the screens: 0.0 | -3 | -0.5 | -4 | 12% | 17% | 0 | -3% | 0%
CC(C)CC(C)c1cc(N)nc2nc3ccccc3n12 (stereo unspecified) across the screens: -1.7 | 0 | 0.3 | -3 | -8%[57.1 µM] | 6%[57.1 µM] | -5 | 2% | -5%
COc1ccc(C2=C(C(C)=O)Sc3nnc(-c4ccccc4)n3N2C(C)=O)cc1 across the screens: 0.5 | nt | 0.2 | 0 | 20%[57.1 µM] | 2%[57.1 µM] | -4 | 1% | -6%

Quoted at random: 2 records from the list, in no set order.
Order of values – D2 agonist	D2 antag	TRHR ag	TRHR enhancer	rTrxR1 inhibitor	TrxR1 substrate	PI4K2A block	USP1 inh	IDH1 R132H inh
> O=c1c2oc3ccccc3c2ncn1Cc1ccc(Cl)cc1
 : 0.5	0	0.0	-12	18%[57.1 µM]	4%[57.1 µM]	-2	-15%	1%
> Cc1cccc(COCC(Cc2ccccc2)N2CCN(C(=O)c3ccc(Cl)c(Cl)c3)CCC2=O)c1 (stereo unspecified)
 : -0.2	3	0.0	-5	25%	-2%	2	-14%	0%

(list continues)
Order of values – D2 agonist	D2 antag	TRHR ag	TRHR enhancer	rTrxR1 inhibitor	TrxR1 substrate	PI4K2A block	USP1 inh	IDH1 R132H inh
> O=C(CSc1nnnn1-c1ccccc1)NC1CCCc2ccccc21 (stereo unspecified)
 : -0.6	-4	-1.6	2	4%	2%	4	-11%	-4%
> CC(=O)Nc1ccc(S(=O)(=O)NC2=NCN(CCOC(=O)c3ccccc3)CN2)cc1
 : -1.2	15	0.5	6	-14%	-7%	1	6%	6%
> O=C(CCNc1ccc(F)c(Cl)c1)c1ccco1
 : 0.3	2	-0.3	0	?	12%	-4	?	6%
> COc1ccc(C)cc1S(=O)(=O)N(C)CC(=O)Nc1ccc2c(c1)OCCO2
 : 0.1	-18	-1.2	10	-10%[2.29 µM]	5%[57.1 µM]	-3	-5%	0%
> CCCCCCCc1ccc(C2NC(=S)NC3=C2C(=O)c2ccccc23)cc1 (stereo unspecified)
 : -0.6	-4	0.2	12	1%	-5%	-8	-22%	-17%
> O=C(c1ccc(-c2ccc(Cl)cc2Cl)o1)N1CCOCC1
 : -1.3	-11	2.1	-4	8%	0%	2	-25%	1%
> CC1OC2(C)OC(=N)C1(C#N)C(C#N)(C#N)C2c1ccccc1 (stereo unspecified)
 : 14	-12	2.2	-12	-7%	272%[activator]	-1	-10%	4%
> O=C(NCCC1=CCCCC1)c1cc2c(s1)CS(=O)(=O)C2
 : -0.1	-5	-0.5	3	13%	9%	2	1%	1%
> CCCOc1ccc(CN(C(=O)c2cccc(OC)c2)C2CCS(=O)(=O)C2)cc1 (stereo unspecified)
 : -0.1	13	-0.7	8	12%	0%	-1	-15%	10%
> COc1ccccc1OCc1nc(Cc2ccc(Cl)cc2)no1
 : 0.5	-1	-1.5	-5	4%	5%	-2	-30%	3%
> COc1ccc(NC(=O)CSc2nc(-c3ccc(C)cc3)cc(C(F)(F)F)c2C#N)cc1
 : nt	nt	1.3	2	5%	4%	-1	-11%	0%
> CNS(=O)(=O)c1cn(CC(=O)Nc2ccc(OC)cc2OC)cc1S(=O)(=O)NC
 : 0.1	nt	0.4	-2	13%	-4%	0	0%	10%
> Cc1csc2nc(O)c(C(=O)NC3CCCCC3C)c(=O)n12 (stereo unspecified)
 : -1.9	4	-1.1	-2	-3%[57.1 µM]	-4%[57.1 µM]	3	-17%	-7%
> COc1ccc(C(=O)OCC(=O)c2c[nH]c3ccccc23)c(OC)c1
 : nt	nt	nt	nt	14%	3%	-3	-11%	-6%
> CCc1nn(CC(=O)N2CCCCC2)c(=O)c2cc3sccc3n12
 : 0.0	nt	-0.4	16	1%	-2%	-3	-23%	-14%
> O=C(OCCOCCN=C1NS(=O)(=O)c2ccccc21)c1ccccc1
 : -0.1	-3	1.2	1	2%	-1%	3	-21%	-2%

Marked active in D2 antag (from the list above):
structure | D2 antag | TRHR enhancer | rTrxR1 inhibitor | TrxR1 substrate | PI4K2A block | USP1 inh | IDH1 R132H inh
O=C1c2oc3ccccc3c(=O)c2C(c2cccc(O)c2)N1c1ccccn1 (stereo unspecified) | 31* | -1 | -18% | -12% | 3 | -7% | 4%
